mIAP block – mouse IAP inhibition. purified mouse IAP, CDP-Star luminescence, 30 min. inhibition, % at 10 µM. 330,000 compounds, 0.2% hits. AID 2806;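 active means inhibition of at least 40% at 10 µM in the primary screen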;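 further: plate controls were DMSO with enzyme for no effect and no enzyme wells for full effect; values of inactives mirror those of a sister screen read the other way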
MIN6 prolif – MIN6 beta-cell proliferation induction; proliferation, % at 10 µM; MIN6 cells proliferation, ATPlite luminescence, 48 h; cells starved in 0.2% serum; 100% = growth in 10% serum; 330,000 compounds, 0.29% hits;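 active means compounds whose signal lies at least 3.5 SD above the mean of all wells on their plate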;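 further: 0% = DMSO-treated cells in low-serum medium and 100% = 10% serum control; some compounds called inactive have numbers as strong as hits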
APOBEC3A inh – blocks human APOBEC3A ssDNA deamination. P31941. AID 493011. 330,000 compounds, 0.41% hits. recombinant A3A, FAM/TAMRA ssDNA deamination fluorescence. inhibition, % at 20 µM;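 active means at least 40% inhibition at 20 µM here, with at most 30% in a related deaminase screen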;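 further: plate controls were A3A with DMSO for no effect and wells lacking A3A enzyme for full effect; some results filed as inactive read as strong as hits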
A3G deaminase – blocks human APOBEC3G single-stranded DNA deamination; 330,000 compounds, 0.28% hits; Q9HC16; recombinant A3G, ssDNA deamination FAM/TAMRA fluorescence; inhibition, % at 20 µM; AID 493012;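 active means inhibition of at least 40% at 20 µM, with no more than 30% in the related APOBEC3A deaminase screen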;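 further: plate controls were DMSO wells with A3G for no effect and wells lacking A3G enzyme for full effect; some compounds called inactive have numbers as strong as hits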
Target sequence (Q9HC16 whole entry, looked up): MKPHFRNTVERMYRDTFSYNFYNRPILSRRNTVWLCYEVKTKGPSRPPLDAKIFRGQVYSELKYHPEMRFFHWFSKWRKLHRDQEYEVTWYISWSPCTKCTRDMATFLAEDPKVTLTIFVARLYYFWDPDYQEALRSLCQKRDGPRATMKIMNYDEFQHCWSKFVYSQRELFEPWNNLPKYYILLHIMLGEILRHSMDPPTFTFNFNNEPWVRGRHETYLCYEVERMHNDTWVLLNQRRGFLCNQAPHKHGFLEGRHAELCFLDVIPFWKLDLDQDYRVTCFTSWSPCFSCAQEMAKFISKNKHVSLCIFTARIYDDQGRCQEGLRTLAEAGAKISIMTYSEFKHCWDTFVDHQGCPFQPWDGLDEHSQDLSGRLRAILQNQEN
hIAP inh – blocks human intestinal alkaline phosphatase; P09923; purified IAP, CDP-Star luminescence, 30 min; inhibition, % at 10 µM; 330,000 compounds, 0.12% hits;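 active means inhibition reaching a set limit with compound at 10 µM in the primary screen, cut at about 35% in these data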;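 further: plate controls were DMSO wells with enzyme for no effect and no-enzyme buffer wells for full effect; values of inactives mirror those of a sister screen read the other way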
Target sequence (P09923 whole entry, looked up): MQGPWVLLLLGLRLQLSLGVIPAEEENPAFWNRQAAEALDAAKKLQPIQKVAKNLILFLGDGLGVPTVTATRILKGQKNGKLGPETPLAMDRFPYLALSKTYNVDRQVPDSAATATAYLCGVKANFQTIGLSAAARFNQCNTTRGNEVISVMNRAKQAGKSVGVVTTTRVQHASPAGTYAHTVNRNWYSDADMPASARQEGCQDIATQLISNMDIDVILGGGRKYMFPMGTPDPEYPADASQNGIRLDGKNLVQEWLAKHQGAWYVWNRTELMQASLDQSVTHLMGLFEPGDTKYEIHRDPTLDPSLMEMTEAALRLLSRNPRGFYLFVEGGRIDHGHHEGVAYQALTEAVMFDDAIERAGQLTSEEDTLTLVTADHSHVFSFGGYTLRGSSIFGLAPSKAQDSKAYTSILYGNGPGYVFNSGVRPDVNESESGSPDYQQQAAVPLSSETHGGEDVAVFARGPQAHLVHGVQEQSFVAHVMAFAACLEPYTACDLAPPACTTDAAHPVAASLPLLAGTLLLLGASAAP
MPTP inh – blocks calcium-induced mitochondrial swelling. isolated mouse mitochondria, Ca2+ swelling absorbance, 30 min. inhibition, % at 10 µM. 360,000 compounds, 1.4% hits;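 active means inhibition of 50% or more, scaled per plate between neutral and stimulator controls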;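 further: 0% = DMSO wells given calcium and 100% = 1 mM EGTA wells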
mIAP activ – mouse IAP activation. muIAP, CDP-Star luminescence, 30 min; stronger effect = higher value; 1 = vehicle-only enzyme signal, 0 = enzyme-free wells. activation factor at 10 µM. 330,000 compounds, 0.24% hits;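 active means activation factor of at least 2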; further: the source names both 10 and 20 µM as test concentration; values of inactives mirror those of a sister screen read the other way
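Assay system: mouse IAP enzyme; reagent: chemiluminescent substrate CDP-Star; dosing: test compounds delivered from DMSO solution; schedule: 30 min at room temperature; measured by: luminescence from enzymatic CDP-Star hydrolysis; controls: DMSO-only wells and no-enzyme negative control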
ATG4B inhibitor – blocks human ATG4B protease cleavage of LC3 substrate; Q9Y4P1; ATG4B cleavage of LC3-PLA2, NBD-HPC fluorescence, 1 h; inhibition, % at 8.33 µM; 340,000 compounds, 0.51% hits; AID 504462; in the data active means inhibition above about 40%
hIAP activ – increases human intestinal alkaline phosphatase activity. P09923. purified human IAP, CDP-Star luminescence, 30 min; stronger effect = higher value; 1 = vehicle-only enzyme, 0 = enzyme-free background. 330,000 compounds, 0.16% hits. activation factor at 10 µM;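 active means activation factor of the enzyme at least 2-fold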; further: the source names both 10 and 20 µM as test concentration; values of inactives mirror those of a sister screen read the other way
* hit, by the source's call.

SMILES | mIAP block | MIN6 prolif | APOBEC3A inh | A3G deaminase | hIAP inh | MPTP inh | mIAP activ | ATG4B inhibitor | hIAP activ
CCOc1ccc(NCC2CCOC(C)(C)C2)cc1 (stereo not given) | -1.1 | -1.6 | -1.3 | 2.4 | -18.3 | -1.6 | 1.01 | -4.1 | 1.18
C/C(=N\Nc1nc(C)cc(C)n1)c1ccc(C)o1 | -10.4 | -0.6 | -5.0 | -4.7 | -19.7 | 0.2 | 1.1 | -4.5 | 1.2
CCN1CCn2c3c(c4cc(Cl)ccc42)CCCC31 (stereo not given) | -5.0 | -0.2 | -2.3 | -7.3 | -2.6 | -1.0 | 1.05 | -5.7 | 1.03
COc1ccc(CNC(=O)C2=CC(c3ccc(OC)c(OC)c3)=NS(=O)(=O)N2C)cc1 | 5.6 | 2.0 | -1.2 | -0.2 | 18.5 | -2.1 | 0.944 | -5.2 | 0.814
CC1(C)CC(=O)C(N=Nc2ccc(-c3ccccc3)cc2)=C(O)C1 | 13.4 | -0.5 | 2.1 | -7.5 | 22.8 | 2.1 | 0.866 | -0.6 | 0.772
C1CN(c2nc3nonc3nc2N2C[C@H]3CC[C@H]2C3)CCS1 | -13.4 | -3.4 | -1.3 | -4.6 | -12.8 | -0.2 | 1.13 | 1.7 | 1.13
COc1ccc(CN2CCN(c3nc4ccccc4s3)CC2)cc1 | 3.6 | 1.7 | -4.1 | -9.8 | 18.4 | 0.0 | 0.964 | 2.6 | 0.816
CC(C)CC1NC(=O)N(Cc2cc(=O)n3ccsc3n2)C1=O (stereo not given) | 14.5 | -0.3 | -0.7 | -14.4 | -5.1 | 0.2 | 0.855 | -0.3 | 1.05
O=C(CCc1c[nH]c2ccccc12)NC(Cc1c[nH]c2ccccc12)C(=O)O (stereo not given) | -4.2 | -0.5 | -9.2 | -9.9 | -12.9 | -0.3 | 1.04 | 2.5 | 1.13
O=C(O)CCCCn1c(SCc2cc(=O)n3cc(Cl)ccc3n2)nc2ccsc2c1=O | -5.6 | -2.0 | 5.6 | 0.7 | 16.7 | -1.0 | 1.06 | 1.7 | 0.833
CN(CC(=O)Nc1ccccc1Br)C(=O)c1cc([N+](=O)[O-])ccc1N1CCOCC1 | -7.0 | -1.9 | 41.6* | 6.8 | 4.1 | -1.8 | 1.07 | 4.3 | 0.959
O=C(CN(C1CCCCC1)S(=O)(=O)c1ccc(Br)cc1)NCc1cccnc1 | -15.0 | -1.2 | 1.0 | -3.0 | -3.7 | -0.6 | 1.15 | 3.8 | 1.04
CC(C)NC(=O)C1CCN(C2CCN(C(=O)Cc3ccc4c(c3)OCO4)CC2)CC1 | 3.6 | 0.5 | 2.2 | 1.6 | 2.1 | -1.1 | 0.964 | 18.3 | 0.979
CN(C(=O)COC(=O)c1ccc(Cl)cc1N)C1CCCCC1 | 3.4 | -3.2 | 1.3 | -3.9 | -3.1 | 2.4 | 0.966 | -8.8 | 1.03
Nc1cc(Cl)ccc1C(=O)OCC(=O)NC1CCS(=O)(=O)C1 (stereo not given) | -0.8 | -2.7 | -1.8 | -5.0 | -2.0 | 2.4 | 1.01 | -14.5 | 1.02
Cc1ccc(SCc2c(C(=O)N/N=C/c3cccnc3)nnn2-c2nonc2N)cc1 | 5.0 | -1.8 | -4.0 | -6.5 | 8.2 | -0.7 | 0.95 | -17.2 | 0.918
CN(C)c1ccnc(Oc2ccc(C(C)(C)C)cc2)c1C#N | -0.2 | -3.0 | -4.7 | -4.7 | 10.2 | 0.1 | 1 | 74.5* | 0.898
CCOC(=O)c1ccc(N/C=C/C(=O)C(C)(C)C)cc1 | 11.2 | -0.8 | -1.9 | -4.3 | -15.1 | 2.4 | 0.888 | 2.3 | 1.15
CCNC(=S)NNC(=O)CC(C)C | -1.6 | 2.6 | -2.0 | -10.8 | -38.8 | -1.9 | 1.02 | 6.3 | 1.39
CCOc1ccc(S(=O)(=O)Nc2cccc(C(=O)N(C)CC(=O)Nc3cccc(OC)c3)c2)cc1 | -4.2 | 1.3 | 0.2 | -5.0 | 8.9 | -0.1 | 1.04 | -0.4 | 0.911
CC(C)(C)NC(=O)CSc1nncn1NCc1ccccc1 | -9.0 | -1.7 | -5.8 | -6.1 | 5.3 | 1.4 | 1.09 | -8.8 | 0.947
Cn1nc(-c2ccccc2)cc1NC(=O)c1ccc(Cl)cc1 | 5.2 | -2.5 | -2.1 | -8.4 | 6.6 | -1.8 | 0.948 | -8.9 | 0.934
COc1ccc2nc(NC(=O)C34CC5CC(CC(NC(C)=O)(C5)C3)C4)sc2c1 | 5.9 | 1.1 | -5.9 | -5.9 | -10.0 | -0.8 | 0.941 | 1.6 | 1.1
CCOC(=O)c1cccnc1SCC(=O)N(CC)c1cccc(C)c1 | 4.8 | -0.2 | 0.4 | -4.6 | 2.6 | -0.2 | 0.952 | -4.2 | 0.974
COc1cc(CCCN2C(=S)NC[C@@H]2CCCCN)cc(OC)c1OC | -8.8 | 2.2 | -0.6 | 11.9 | -13.5 | -0.8 | 1.09 | -1.2 | 1.14

Just mIAP activ and ATG4B inhibitor (3 entries from above):
| SMILES | mIAP activ | ATG4B inhibitor |
| --- | --- | --- |
| COc1cc(CCCN2C(=S)NC[C@@H]2CCCCN)cc(OC)c1OC | 1.09 | -1.2 |
| CN(CC(=O)Nc1ccccc1Br)C(=O)c1cc([N+](=O)[O-])ccc1N1CCOCC1 | 1.07 | 4.3 |
| CC(C)CC1NC(=O)N(Cc2cc(=O)n3ccsc3n2)C1=O (stereo not given) | 0.855 | -0.3 |

Additional results
SMILES | mIAP block | MIN6 prolif | APOBEC3A inh | A3G deaminase | hIAP inh | MPTP inh | mIAP activ | ATG4B inhibitor | hIAP activ
O=C(NC1CCCCCC1)C(=O)NC1CC1 | -2.2 | -1.8 | 0.4 | -5.5 | 4.3 | 2.7 | 1.02 | -1.8 | 0.957
Cc1ccccc1C(=O)Nc1cccc(-c2ccc(N3CCOCC3)nn2)c1 | -3.5 | -4.1 | -2.5 | -8.9 | 20.0 | -1.2 | 1.03 | -2.2 | 0.8
O=C(O)C1C2C=CC(C2)C1C(=O)Nc1cccc(C(=O)N2CCCCC2)c1 (stereo not given) | 6.5 | -1.7 | -3.9 | -6.5 | 4.8 | -1.2 | 0.935 | 0.2 | 0.952
CCCCS(=O)(=O)Nc1ccc2cn[nH]c2c1 | -11.9 | -4.6 | -4.7 | -4.3 | -15.4 | -1.1 | 1.12 | -12.4 | 1.15
CCOc1cc(S(=O)(=O)NCCCn2ccnc2)ccc1Cl | -1.8 | 0.7 | -6.2 | -6.3 | -9.9 | 6.0 | 1.02 | -2.7 | 1.1
COc1ccccc1CNCc1ccc(OC)c(OC)c1OC | -13.2 | -2.6 | -1.2 | -2.0 | -11.1 | -0.7 | 1.13 | 11.3 | 1.11
Cc1ccc(C)c2nc3sc(C(=O)O)cc3cc12 | 7.9 | 3.5 | -4.9 | -6.8 | 0.1 | -0.4 | 0.921 | -2.4 | 0.999
O=CN1CCN(C(=O)c2ccc([N+](=O)[O-])cc2)CC1 | -1.9 | 0.0 | -0.8 | -5.5 | 7.1 | 5.0 | 1.02 | 1.7 | 0.929
O=C(NNC(=O)c1cccs1)c1ccc(Cl)c([N+](=O)[O-])c1 | 6.2 | -3.4 | -1.8 | -5.9 | -3.4 | 0.6 | 0.938 | -3.0 | 1.03
COc1cccc2cc(C(=O)N3CCCCCCC3)c(=O)oc12 | 6.8 | -1.6 | -0.6 | -2.9 | 6.1 | 3.0 | 0.932 | 1.7 | 0.939
CCSc1nc2c(c(=O)[nH]1)C(c1ccc(C)cc1)C1=C(CCCC1=O)N2 (stereo not given) | -1.8 | 0.8 | 0.3 | -6.5 | 9.0 | 0.0 | 1.02 | -9.0 | 0.91
Oc1ccc(/C=N/N2CCN(C3c4ccccc4-c4ccccc43)CC2)c(O)c1 | 3.8 | -5.3 | -2.3 | -5.9 | -25.7 | 3.3 | 0.962 | 6.7 | 1.26
CN1CCSc2ccc(C(=O)Nc3cc(F)ccc3F)cc21 | 0.3 | -2.8 | -2.5 | -8.0 | 1.3 | 2.6 | 0.997 | -7.4 | 0.987
COc1cccc(CNC(=O)CCC2CCCN(C(=O)c3cccc4c(C)c(C)[nH]c34)C2)c1 (stereo not given) | -31.7 | 1.9 | -6.6 | -5.3 | -16.5 | -2.7 | 1.32 | -2.8 | 1.17
N#C/C(=C\c1cccnc1)c1ccc([N+](=O)[O-])cc1 | 28.1 | -1.9 | -0.1 | 3.9 | -0.8 | -1.3 | 0.719 | -8.5 | 1.01
COc1ccc(OCC(=O)N(C)CC2COc3ccccc3O2)cc1 (stereo not given) | -9.3 | -2.2 | 0.7 | -4.1 | -8.1 | 0.6 | 1.09 | 4.9 | 1.08
O=C(CSc1cccc[n+]1[O-])Nc1ccc(C(F)(F)F)cc1[N+](=O)[O-] | 1.2 | -1.4 | -3.6 | -5.0 | 12.8 | 1.3 | 0.988 | -35.9 | 0.872
CCCCCCCNC(=O)C1(CC2CC(c3cccc(Br)c3)=NO2)CCN(C(=O)C2CCCC2)CC1 (stereo not given) | -16.5 | -7.5 | 8.3 | 7.3 | 5.4 | -0.9 | 1.17 | 5.9 | 0.946
COC(=O)c1ccc(-c2ccc(/C=N/NC(=O)Cc3nnc(N)s3)o2)cc1 | 19.4 | -1.0 | -1.3 | -5.8 | 15.5 | 15.6 | 0.806 | -11.4 | 0.845
c1ccc(CNc2ncnc3c2cnn3Cc2ccccc2)cc1 | -17.6 | -3.5 | 0.1 | -1.2 | -12.3 | -1.1 | 1.18 | -23.8 | 1.12
O=C(NCCc1ccc(F)cc1)c1ccc(NS(=O)(=O)c2ccc3[nH]c(=O)[nH]c3c2)cc1 | 9.1 | 3.4 | 0.6 | -2.4 | 7.0 | -3.0 | 0.909 | -10.0 | 0.93
Cc1ccc(NC(=S)NNC(=O)c2ccc(N3CCOCC3)c([N+](=O)[O-])c2)cc1C | 17.1 | 0.0 | -1.4 | -8.2 | -56.8 | 4.0 | 0.829 | -3.2 | 1.57
CC1=Nc2ccccc2/C1=C\c1nc(-c2ccc(C(F)(F)F)cc2)oc1O | 18.0 | -6.0 | -2.5 | -10.9 | 8.6 | 5.1 | 0.82 | 6.0 | 0.914
CC(C)CN(C(=O)COC(=O)/C=C/c1cccs1)c1c(N)n(Cc2ccccc2)c(=O)[nH]c1=O | 8.8 | -2.5 | 0.6 | -7.5 | -14.3 | -1.1 | 0.912 | -0.1 | 1.14
Fc1ccc(CNc2ncccn2)cc1 | -3.4 | 0.0 | -2.2 | -2.9 | 17.9 | 1.0 | 1.03 | 2.9 | 0.821
CCOc1ccc(C2c3cc(OC)c(OC)cc3CC(=O)N2c2ccccc2)cc1 (stereo not given) | 2.3 | -0.1 | 0.8 | -0.4 | -11.4 | 0.1 | 0.977 | -3.0 | 1.11
Nc1nc2ccc(O)cc2s1 | 14.3 | -0.8 | 0.5 | -2.9 | -10.1 | -1.7 | 0.857 | -13.1 | 1.1
Cc1cc(C)nc(SCC(=O)c2c(N)n(C)c(=O)n(C)c2=O)n1 | 2.8 | -1.0 | 4.6 | -2.7 | 4.3 | -0.3 | 0.972 | -8.0 | 0.957
Cc1cccc(N2CCN(S(=O)(=O)c3ccc4c(c3)CC(=O)N4C)CC2)c1C | 5.9 | -3.2 | -5.1 | -7.1 | -16.1 | 0.3 | 0.941 | -3.7 | 1.16
COc1cc(OC)cc(-c2c(C#Cc3ccsc3)c3cc(Br)ccc3n2C)c1 | 1.9 | -4.1 | -5.8 | -9.8 | 19.5 | 0.0 | 0.981 | 3.7 | 0.805

Outcome played no part in choosing rows; about 3.3% have a hit in one of these screens.
